CXCR6 inh: blocks human CXCR6 beta-arrestin recruitment | O00574 | CHO-K1 PathHunter CXCR6 beta-arrestin, luminescence | inhibition, % at 20 µM | 360,000 tested, 0.36% active; in the data active means inhibition above about 34%, passing the limit was not always enough;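 further: antagonist mode with CXCL16 agonist at 10 nM final; 0% = 10 nM CXCL16 with DMSO and 100% = unstimulated wells without agonist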
Target sequence (O00574 whole entry, looked up): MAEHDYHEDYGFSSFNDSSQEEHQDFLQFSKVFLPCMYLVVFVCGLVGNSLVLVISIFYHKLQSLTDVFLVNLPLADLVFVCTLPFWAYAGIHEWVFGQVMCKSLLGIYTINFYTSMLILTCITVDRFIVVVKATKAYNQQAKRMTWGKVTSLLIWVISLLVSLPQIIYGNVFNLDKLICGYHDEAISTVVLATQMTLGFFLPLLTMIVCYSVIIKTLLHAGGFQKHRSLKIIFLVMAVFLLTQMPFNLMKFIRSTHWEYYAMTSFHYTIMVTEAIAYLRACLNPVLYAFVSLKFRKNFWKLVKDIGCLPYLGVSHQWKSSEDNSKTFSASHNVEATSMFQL
* hit, by the source's call. This is a subset; count on the stated rates, not on these rows.

Structure | CXCR6 inh
Cc1ccccc1S(=O)(=O)N(C)C[C@@H]1OCc2cn(nn2)CCCC(=O)N([C@H](C)CO)C[C@H]1C | -3
CC(C)C(=O)Nc1cccc(COc2ccccc2CN(Cc2ccccc2)C(=O)OC(C)(C)C)c1 | 14
CCN(C(=O)Cn1cc(C(F)(F)F)ccc1=O)C1CCS(=O)(=O)C1 (stereo unspecified) | -5
CCn1c(SCC(=O)Nc2oc(C)c3c(C)n[nH]c(=O)c23)nnc1-c1ccco1 | 11
COc1ccc(OC)c(NC(=O)C2(C)CCN2CCOc2ccccc2)c1 (stereo unspecified) | -4
CCOC(=O)N1CCN(C(=O)C[C@@H]2C[C@@]3(C(=O)OCC)CCC=C3N(Cc3cccc4ccccc34)C2=O)CC1 | 4
CCC(CC)C(=O)N(C)c1c(C)nc2c(OCc3ccccc3OC)cccn12 | 0
COc1ccc(Nc2c(CCc3ccccc3)nc3nc(C)cc(C)n23)cc1 | -1
CS(=O)(=O)Nc1cccc(NC(=O)c2cccc3c(-c4cccnc4)coc23)c1 | -17
Cc1ccccc1S(=O)(=O)NC(=O)C1(C)CCN1C(=O)Cc1cc(F)ccc1F (stereo unspecified) | 2
CCCC(C)(C)C(=O)N1CCC1(C)C(=O)NS(=O)(=O)c1ccc(Cl)cc1 (stereo unspecified) | 4
O=C(Nc1cccc(-c2cccc(Cl)c2)c1)C1CCN(Cc2nccs2)CC1 | -6
Clc1cccc(-c2nc3c4ccccc4ccn3c2CC2CCCCC2)c1 | 0
Cc1cccc(C)c1-n1nnnc1C1c2ccccc2C(=O)N1CCOc1ccccc1 (stereo unspecified) | 9
NC(Cc1ccc(F)cc1)c1csc(Nc2ccc(C(=O)NCCCO)cn2)n1 (stereo unspecified) | 4
O=C(CN1C(=O)c2ccccc2C1=O)C(O)CN1C(=O)c2ccccc2C1=O (stereo unspecified) | -2
CCc1nc2c(OCC3COc4ccccc4O3)cccn2c1N(C)C(=O)c1cccc(OC)c1 (stereo unspecified) | -4
COc1ccccc1-c1cnc(C(O)c2ccc(SC)cc2)[nH]1 (stereo unspecified) | -9
C#CCNC(=O)C[C@@H]1C[C@@]2(C(=O)OCC)CCC=C2N(CCC2=CCCCC2)C1=O | -2
COc1ccc(OC)c(NC(=O)C2(C)CCN2Cc2ccc(OC)c3ccccc23)c1 (stereo unspecified) | 4
COc1ccc(S(=O)(=O)N(C)C[C@H]2Oc3ncc(C#CC4(O)CCCC4)cc3C(=O)N([C@@H](C)CO)C[C@@H]2C)cc1 | -1
OC(c1ccc(F)cc1)c1nc(-c2cncnc2)cs1 (stereo unspecified) | 2
Cc1ccc(CCC(=O)Nc2ccc(Cl)cc2Cl)o1 | 7
O=C(c1ccccc1)N(CCCl)C(=O)N(CCCl)C(=O)c1ccccc1 | 8
Cc1cc(Cl)ccc1-c1nc(NCCN(C)C)nc2ccsc12 | 0
C=CCN1C(=O)c2ccc(C(=O)OCC(=O)N(CC)c3c(N)n(Cc4ccccc4)c(=O)[nH]c3=O)cc2C1=O | -4
O=C(Nc1ccccc1)OCCNC1CCCCC1 | 30
COC(=O)[C@@H](Cc1ccccc1)NC(=O)Cn1cc(C)c(=O)[nH]c1=O | -7
Cc1ccc(NC(=O)/C=C/c2ccc(S(=O)(=O)N3CCOCC3)cc2)cc1S(=O)(=O)N(C)C | -21
Cc1ccccc1N(CC(=O)N1CCN(Cc2ccccc2)CC1)S(C)(=O)=O | 3
Cc1c(C(=O)NCc2ccccc2)sc(=O)n1Cc1ccccc1F | 6
COc1ccc(NC(=O)N(C)C[C@@H]2OCc3cn(nn3)CCCC(=O)N([C@H](C)CO)C[C@H]2C)cc1 | 2
Cc1nnc(NC(=O)CSc2nc(C(C)C)nc3sc(C)c(C)c23)s1 | -2
Cn1c(=S)[nH]c2scc(-c3cccs3)c2c1=O | 4
CCCC1NC(=O)c2cccnc2-n2c1nc1ccc(Br)cc1c2=O (stereo unspecified) | -2
CC(C)(O)C1=C[N+](=O)CC=C1 | 5
COc1ccc(NC(=O)C2Cc3c(-c4ccc5c(c4)OCO5)ccnc3O2)cn1 (stereo unspecified) | -4
Cc1ccccc1S(=O)(=O)N(C)C[C@H]1OCc2cnnn2CCCC(=O)N([C@@H](C)CO)C[C@H]1C | 5
Cc1nnc(SCC(=O)NC2(C#N)CCCCC2)n1N | -1
Cn1c(=O)ccc2ccccc21 | -4
Cc1ccc(CN2CC(N3CCN(Cc4cccc(C)c4)CC3)CS2(=O)=O)cc1 (stereo unspecified) | -3
O=[N+]([O-])c1cccc(C=NNC(=S)NC23CC4CC(CC(C4)C2)C3)c1 | 0
CC(C)(C)N1CC(C(=O)Nc2ccc(C(N)=O)cc2)CC1=O (stereo unspecified) | -6
C[C@@H]1CN([C@H](C)CO)C(=O)CCCn2nncc2CO[C@@H]1CN(C)S(=O)(=O)c1ccc(F)cc1 | 2
O=C(Nc1ccccc1)C1Cc2c(-c3ccco3)ccnc2O1 (stereo unspecified) | -7
COCOc1ccc(-c2ncc(OCCN3CCCC3=O)nc2NC(=O)c2cc3ccccc3s2)cc1 | 8
Nc1ccn([C@@H]2O[C@H](C(=O)N3CCSC3)[C@@H](O)[C@H]2O)c(=O)n1 | -8
CN(C)c1cccc(NC(=O)C2(C)Cc3c(-c4cccnc4)ccnc3O2)c1 (stereo unspecified) | 3
O=C(COc1ccc(Br)cc1)OCC(=O)c1ccc[nH]1 | -4
N#CC1=C2SCC(O)(c3ccccc3)N2C(=O)CC1c1cccs1 (stereo unspecified) | 10
Cc1cccc2cc(CN(CCCO)C(=O)Nc3ccc(Cl)cc3)c(=O)[nH]c12 | 0
COc1ccc(-c2cc(NC(C)=O)c3ncc(-c4cccc(C(F)(F)F)c4)n3c2)c(OC)c1 | 2
COc1ncc(-c2ccc(N3C(c4ccsc4)=Cc4ccc(F)cc4C3CC(C)=O)cc2)cn1 (stereo unspecified) | 4
O=C(CCC(F)(F)F)N1CCCC(N2CCN(c3cccc(Cl)c3)CC2)C1 (stereo unspecified) | 4
O=C(Cc1ccccc1)NCCCNC(=O)Cc1ccccc1 | -2
CC(=O)Nc1c(Cl)cc2c(c1Cl)Cc1cc(N)ccc1-2 | 6
O=S1(=O)CC(N2CCCC2)CN1Cc1cn(Cc2ccc(F)cc2)nn1 (stereo unspecified) | 1
CCCS(=O)(=O)NC(=O)C1(C)CCCN(C(=O)c2ccc(OC)cc2)C1 (stereo unspecified) | 0
CC(=O)c1ccc2c(c1)CCN2 | -9
Cc1nc2ccccc2nc1N1CCCCC1 | -3

The results go on:
molecule	CXCR6 inh
COCCNC(=O)CCCn1c(=O)c2ccccc2n(CC(=O)NCCC2=CCCCC2)c1=O	-6
CC(C)C[C@@H](CN1CCC[C@@H]1CN1C(=S)NC[C@@H]1Cc1ccc(O)cc1)N1C[C@H](Cc2ccc(O)cc2)N(CC2CCCCC2)C1=S	1
Cc1ccc(NC(=O)CN2C(=O)S/C(=C\c3ccc(-c4cccc(C(=O)O)c4C)o3)C2=O)cc1C	6
CCNC(=O)/C(C#N)=C/c1c(N2CCN(Cc3ccc4c(c3)OCO4)CC2)nc2c(C)cccn2c1=O	-5
CC1=NN(c2ccccc2)C(=O)/C1=C/C=C/c1ccc(N(C)C)cc1	71*
CC1CCCN(S(=O)(=O)c2ccc3[nH]c(=O)cc(C(=O)NCCCN4CCCCCC4)c3c2)C1 (stereo unspecified)	-12
C[C@@H]1CN([C@H](C)CO)C(=O)CCCn2cc(nn2)CO[C@H]1CN(C)C(=O)NC1CCCCC1	2
Cn1c(=O)[nH]c2c(c(C(=O)O)nn2C)c1=O	1

Laid out differently: entries from further up
> C[C@@H]1CN([C@H](C)CO)C(=O)CCCn2cc(nn2)CO[C@H]1CN(C)C(=O)NC1CCCCC1
  CXCR6 inh = 2
> CCNC(=O)/C(C#N)=C/c1c(N2CCN(Cc3ccc4c(c3)OCO4)CC2)nc2c(C)cccn2c1=O
  CXCR6 inh = -5
> CC(C)C[C@@H](CN1CCC[C@@H]1CN1C(=S)NC[C@@H]1Cc1ccc(O)cc1)N1C[C@H](Cc2ccc(O)cc2)N(CC2CCCCC2)C1=S
  CXCR6 inh = 1
> CC1=NN(c2ccccc2)C(=O)/C1=C/C=C/c1ccc(N(C)C)cc1
  CXCR6 inh = 71*

(continued)
molecule	CXCR6 inh
O=c1cc2c(=O)oc3cc(O)c(O)oc3c2c(O)c1O	4
CC(C)C(=O)N1CCC1(C)C(=O)NCc1ccc(C(C)(C)C)cc1 (stereo unspecified)	-12
CCOC(=O)c1c(SC)n(-c2ccccc2)c(=S)n(-c2ccccc2)c1=O	8
NC(=O)Cc1ccc(OCc2nn[nH]n2)cc1	4
Cn1c(NCCOc2ccccc2)nc2cc(-c3ccc(F)cc3)sc2c1=O	-3
Cc1ccccc1NC(=O)Nc1nc(C(N)C2CCCCC2)cs1 (stereo unspecified)	-7
Cc1[nH]c(C)c2c(=O)n(Cc3ccccc3Cl)ncc12	-1
CCN(CC(=O)Nc1ccc(NC(C)=O)cc1)C(=O)c1cc(-c2ccccc2Cl)nc2ccccc12	-2

Four of the entries above in order of their number in CXCR6 inh, smallest number first.
molecule,CXCR6 inh
Cc1ccc(CN2CC(N3CCN(Cc4cccc(C)c4)CC3)CS2(=O)=O)cc1 (stereo unspecified),-3
O=C(CN1C(=O)c2ccccc2C1=O)C(O)CN1C(=O)c2ccccc2C1=O (stereo unspecified),-2
CN(C)c1cccc(NC(=O)C2(C)Cc3c(-c4cccnc4)ccnc3O2)c1 (stereo unspecified),3
COCOc1ccc(-c2ncc(OCCN3CCCC3=O)nc2NC(=O)c2cc3ccccc3s2)cc1,8

Additional entries.
molecule	CXCR6 inh
CSCCC(NC(=O)c1ccccc1Cl)C(=O)N1CCCC(C)C1 (stereo unspecified)	-2
COc1ccccc1Cc1c(-c2ccc(OC)c(OC)c2)nc2c3ccccc3ccn12	2
CC1CN(C(=O)COC(=O)c2ccc3ccccc3c2)CC(C)O1 (stereo unspecified)	-4
CCOC(=O)C1=CC[C@@H](c2ccc([N+](=O)[O-])cc2)N(S(=O)(=O)c2ccc(C)cc2)[C@H]1c1ccccc1	0
C=CCCC(=O)N1C[C@H]2CON(C)[C@H]2C[C@H]1c1ccc(Br)cc1	4
COc1ccc2ccccc2c1/C=N/NC(=O)c1sc(N)c(C#N)c1C	-6
CC(C)NC(=O)N1Cc2cc(C(=O)NC3CCCC3)nc(-c3cccc(-c4cccnc4)c3)c2[C@@H]1CCO	-1
O=C(/C=C/c1ccccc1)Nc1cccc(C(=O)NC2CC2)c1	-1
O=C1C(Sc2cccc(F)c2)=C[C@@]2(O)CC[C@@H](O)[C@]1(Sc1cccc(F)c1)[C@H]2O	-18
CCc1ccc(N2CC(C(=O)Nc3ccc(OC)c(S(=O)(=O)N4CCOCC4)c3)CC2=O)cc1 (stereo unspecified)	-1
CCN(CC)CCC(O)(c1ccc2c(c1)OCO2)c1cc(OC)c(OC)c(OC)c1 (stereo unspecified)	0
CC1Oc2ccc(C#N)cc2N(Cc2ccccc2OC(F)(F)F)C1=O (stereo unspecified)	8
CCN(CC)c1nc(C=Cc2ccc(N(C)C)cc2)c2nccnc2n1	28
CC(C)CC(=O)[C@@H](O)Cc1ccc(O)cc1	4
CCCCn1nnnc1C(c1cc2ccccc2o1)N(CCN(C)C)Cc1ccccc1 (stereo unspecified)	2
CN(C)CCCNc1cc(Cl)c(S(=O)(=O)N2CCCCC2)cc1C(=O)O	-1

3 records picked at random from those above, as already listed:
molecule	CXCR6 inh
CCCCn1nnnc1C(c1cc2ccccc2o1)N(CCN(C)C)Cc1ccccc1 (stereo unspecified)	2
CCN(CC)CCC(O)(c1ccc2c(c1)OCO2)c1cc(OC)c(OC)c(OC)c1 (stereo unspecified)	0
CN(C)CCCNc1cc(Cl)c(S(=O)(=O)N2CCCCC2)cc1C(=O)O	-1

Going on with the list.
molecule	CXCR6 inh
Cc1ccc(S(=O)(=O)N2C[C@H]3n4c(=O)ccc(=O)n4C[C@H](OC(=O)NC4CC4)[C@@]3(O)C2)cc1	-1
COCCCN1C(=O)C(CC(=O)NC(c2ccccc2)c2ccccc2)CC(C(=O)N(C)C)=C1C (stereo unspecified)	4
CC1C(=O)c2ccccc2CC1C(=O)O (stereo unspecified)	-6
CC(=O)N1CCOc2ccc(S(=O)(=O)N3CCC(C(=O)NCc4ccc(Cl)cc4)CC3)cc21	-6
O=C(Nc1ccc(F)c(Cl)c1)c1csc([C@@H]2O[C@H](CO)[C@H](O)[C@H](O)[C@H]2O)n1	18
O=C1C=CC(=Nc2ccc(F)cc2)O1	7
OC(c1ccccc1)c1ccccc1CN1CCCNC1=S (stereo unspecified)	-4
OC(c1ccc(F)c(F)c1)c1nc(-c2ccc3c(c2)OCO3)cs1 (stereo unspecified)	-8
N#CCC(C(=O)c1cccnc1)c1ccccc1 (stereo unspecified)	-4
C[C@@H]1CCCCO[C@H](CN(C)Cc2ccc3c(c2)OCO3)[C@@H](C)CN([C@H](C)CO)C(=O)c2cc(NC(=O)c3ccccc3)ccc2O1	8
O=C(NC1CCCCC1)NS(=O)(=O)c1ccc2c(c1)CCC2	-6
Cc1cc2c(cc1C)N[C@]1(C[C@H]3CCCC(=O)N4CC[C@@H](C1)[C@@H]34)C(=NC(C)(C)CC(C)(C)C)N2	-8
O=C(CCl)NC(Cc1ccccc1)C(=O)OCC(=O)c1ccc(-c2ccccc2)cc1 (stereo unspecified)	-6
Cc1ccc([C@H]2C[C@H](n3cc(C4CC4)nn3)[C@@H](O)CN2CC2CCCCC2)cc1	-10
NC(=O)c1cccc(-c2cnc(N)c(C(=O)c3cccnc3)n2)c1	-10
Nc1nc2c(Br)ccc(Br)c2cc1C(=O)NCCc1ccccc1	6
O=C(C[C@H]1C[C@H]2c3cc(NS(=O)(=O)c4ccc(F)cc4)ccc3O[C@H]2[C@H](CO)O1)NCc1cc(F)ccc1F	-4
CC(C)=CCC[C@H](C)C[C@@H]1Cc2[nH][nH]c(=O)c2[C@H](c2ccc(Cl)cc2)O1	-10
COCCn1c2nc(=O)n(-c3ccccc3)c(=O)c-2nc2ccccc21	-14
O=C1NC[C@@H](CCCCN2CCN(CCc3ccccc3)C(=O)C2=O)N(CCc2ccc(O)cc2)C1=O	-1

Screening data deposited in PubChem BioAssay by Sanford-Burnham Center for Chemical Genomics.
